MEKK2wt PB1 HTS – modulators of MEK5 binding to wildtype MEKK2, primary screen, biochemical, multiplex bead flow cytometry, Alexa488-MEK5; Mitogen-activated protein kinase kinase kinase 2 (Homo sapiens), Q9Y2U5; binding response (% of control), % at 10 µM; actives 1.1% (n = 290,000); AID 1531, 2009; Alexa488-MEK5 binding to MEKK2 WT; actives lie on both sides; in the data active = binding response below about 67% or above about 130%; inconclusive = no clear call, values can overlap the other calls; inactive = in between
FID counter – compounds displacing fluorescent DNA intercalator, primary screen, artefact control for HCV NS3 helicase inhibitor project, biochemical, FID fluorescence; DNA fluorescent intercalator displacement; inhibition, % at 7.9 µM; actives 0.17% (n = 290,000); in the data active = inhibition above about 37%;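 also: 0% = vehicle and 100% = reference compound; higher means more ethidium bromide displaced from hairpin DNA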
CRFR2-BP antag – antagonists of CRF-BP/CRF-R2 complex, primary screen, cell-based, HEK293, calcium dye fluorescence, uHTS; inhibition, % at 11.8 µM; CRF-induced calcium fluorescence; actives 0.59% (n = 350,000);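 active = inhibition of the ligand-induced calcium signal above about 50% at the single tested concentration, limit read from the data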
MEKK3 PB1 HTS – modulators of MEKK3-MEK5 PB1 binding, primary screen, biochemical, wildtype MEKK3, multiplex bead flow cytometry, Alexa488-MEK5; Mitogen-activated protein kinase kinase kinase 3 (Homo sapiens), Q99759; bead-based flow cytometry, Alexa488-MEK5 binding to MEKK3; actives lie on both sides; 0 = blocked by unlabeled MEK5, 100 = vehicle; binding response (% of control), % at 10 µM; actives 1.4% (n = 290,000); AID 1529, 2009;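 active = binding response more than 3 SD above or below the average of its plate-row segment, actives on both sides; inconclusive = wells at one plate position flagged as instrument error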;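 also: Alexa488 bead fluorescence after subtracting the streptavidin-only scavenger bead signal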
Target sequence (Q99759 whole entry, looked up): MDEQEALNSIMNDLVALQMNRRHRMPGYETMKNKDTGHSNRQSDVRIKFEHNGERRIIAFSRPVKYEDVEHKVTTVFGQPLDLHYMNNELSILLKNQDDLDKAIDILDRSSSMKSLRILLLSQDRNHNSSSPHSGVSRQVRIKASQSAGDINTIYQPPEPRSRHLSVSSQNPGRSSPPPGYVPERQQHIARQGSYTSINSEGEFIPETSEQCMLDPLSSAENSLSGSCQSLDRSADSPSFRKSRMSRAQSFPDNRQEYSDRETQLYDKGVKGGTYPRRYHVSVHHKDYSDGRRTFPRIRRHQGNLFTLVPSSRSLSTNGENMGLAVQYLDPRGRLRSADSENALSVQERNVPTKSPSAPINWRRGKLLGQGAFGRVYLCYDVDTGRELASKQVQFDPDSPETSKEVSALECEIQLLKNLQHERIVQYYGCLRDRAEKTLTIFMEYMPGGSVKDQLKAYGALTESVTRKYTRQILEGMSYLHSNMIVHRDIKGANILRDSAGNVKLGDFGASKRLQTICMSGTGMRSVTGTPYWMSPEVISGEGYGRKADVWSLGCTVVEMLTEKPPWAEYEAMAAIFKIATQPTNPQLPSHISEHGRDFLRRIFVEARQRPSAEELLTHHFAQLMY
CRFR2-BP ag – agonists of CRF-BP/CRF-R2 complex, primary screen, cell-based, HEK293, calcium dye fluorescence, uHTS | CRF-binding protein / CRF receptor 2 complex (human) | calcium dye fluorescence (FLIPR); percent of saturating CRF peptide response | activation, % at 13.2 µM | actives 0.46% (n = 350,000);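 active = activation of at least 50%, plus an integration ratio under a set limit after plate pattern correction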;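 also: plate controls were neutral control wells without compound for no effect and CRF at EC100 for full effect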
GalR3 antag – GalR3 antagonists in HEK293 cells, primary screen, cell-based, fluorescence readout | Galanin receptor type 3 (Homo sapiens), O60755 | HEK293 GalR3-CNG cAMP membrane potential fluorescence; galR3 body fused to GalR1 C-terminus | inhibition, % at 3 µM | actives 0.44% (n = 360,000);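 active = inhibition above the screen-wide average plus 3 SD, cut at about 13% in these data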;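 also: forskolin and galanin both at EC90 stimulate the cells; cAMP rise reported by CNG channel membrane potential dye signal; 0% = forskolin plus galanin with DMSO and 100% = forskolin alone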
Target sequence (O60755 1-299 limits assumed): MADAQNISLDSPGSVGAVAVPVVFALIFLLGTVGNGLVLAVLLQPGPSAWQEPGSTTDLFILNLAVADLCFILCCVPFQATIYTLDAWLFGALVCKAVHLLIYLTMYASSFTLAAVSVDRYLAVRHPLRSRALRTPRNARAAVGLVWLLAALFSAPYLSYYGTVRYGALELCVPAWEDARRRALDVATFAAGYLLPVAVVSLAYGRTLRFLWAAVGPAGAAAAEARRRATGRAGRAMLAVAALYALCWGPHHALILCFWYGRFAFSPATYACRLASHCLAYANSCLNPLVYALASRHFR
NS3 helicase inh – inhibitors of HCV NS3 helicase, primary screen, biochemical, Cy5 molecular beacon fluorescence. NS3 helicase DNA unwinding. inhibition, % at 10.9 µM. actives 0.56% (n = 290,000);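 active = inhibition above the mean of all tested compounds plus 3 SD, set per campaign, cut at about 35% in these data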;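 also: 0% = DMSO wells and 100% = thioflavine S control wells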
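test system = hepatitis C virus NS3 helicase domain fragment enzyme | reagent = annealed dual-labelled DNA beacon duplex, ATP-started | times = 1 h at 25 °C | detection = Cy5 fluorescence, 0 and 60 min reads | read-out basis = percent inhibition from t60/t0 fluorescence ratio | control set = DMSO and thioflavine S | replication = one well per compound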
SUMO HTRF inh – inhibitors of in vitro SUMOylation cascade, primary screen, biochemical, HTRF, uHTS | SUMO-conjugating enzyme UBC9 (Homo sapiens), P63279 | HTRF SUMOylation assay, SAE1/SAE2 + UBC9 | inhibition, % at 35 µM | actives 0.36% (n = 290,000); in the data active = inhibition above about 50%, passing the limit was not always enough; inconclusive = no clear call, values can overlap the other calls; also: strong numbers were not always called active
Target sequence (P63279 whole entry, looked up): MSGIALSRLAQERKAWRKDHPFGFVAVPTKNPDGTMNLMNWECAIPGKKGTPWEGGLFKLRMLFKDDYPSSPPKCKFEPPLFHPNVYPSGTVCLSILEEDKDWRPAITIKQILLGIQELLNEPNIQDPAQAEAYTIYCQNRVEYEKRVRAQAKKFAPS
MEKK2mut PB1 HTS – MEK5 binding signal on mutant MEKK2 PB1, primary screen, biochemical, multiplex bead flow cytometry, Alexa488-MEK5; actives 0.35% (n = 290,000); Alexa488-MEK5 binding to MEKK2 mutant; percent response, % at 10 µM; in the data active = percent response above about 24%, passing the limit was not always enough; also: inactives centre near 1; some results filed as inactive read as strong as hits
* hit, by the source's call; ? = inconclusive; . = not tested or not shown; & = joins results of further samples.

Under each structure: FID counter	SUMO HTRF inh	MEKK2mut PB1 HTS	MEKK2wt PB1 HTS	MEKK3 PB1 HTS	NS3 helicase inh	CRFR2-BP ag	GalR3 antag	CRFR2-BP antag
CC1CCCN(C(=O)/C(=C/c2ccco2)NC(=O)c2ccccc2)C1 (centres undefined)
    -38	4	-6	96	100	11	-1.5	7	9
COc1cc(/C=C/C(=O)c2ccc3c(c2)OCCO3)cc(OC)c1OC
    -30	-5	-5	99	100	-6	-0.1	-4	-3
Cc1ccc(OCC(=O)Nc2ccc3c(c2)OCO3)c(C)c1
    -16	5	-4	98	99	-1	-1.2	6	0
COc1ccc2ccccc2c1CNCc1ccccn1
    11	13	3	106	102	32	0.1	-1	-5
Nc1c(Cl)ncnc1N/N=C/c1ccc2ccccc2n1
    3	14	-2	91	108	3	1.5	-6	-15
O=C(CSc1nnc(-c2ccccc2)o1)Nn1cnnc1
    -5	13	4	104	107	-3	-1.8	-4	-1
CCOC(=O)Cn1nc(Cc2ccccc2)c2ccccc2c1=O
    -18	1	9	108	104	-7	-1.9	1	-38
CC(=O)Nc1ccc(S(=O)(=O)N2CCC(NC(=O)C(Cc3ccccc3F)NC(C)=O)CC2)cc1 (centres undefined)
    -10	0	-6	96	96	-4	-0.4	-7	3
CCOCCCNC(=O)Cn1nc(-c2ccccc2)ccc1=O
    -1	11	-2	100	115	0	1.6	2	13
Cc1ccc(/C=N\NC(=O)CNC(=O)C23CC4CC(CC(C4)C2)C3)o1
    -14	7	2	102	99	0	-0.8	-1	1
COc1ccc(CCN(C)C(=O)CCNC(=O)c2ccc(Br)cc2)cc1OC
    -34	1	4	100	97	1	-0.2	-3	-14
CCOc1ccc(NC(=O)CSc2nnc(C)n2CCCOC)cc1
    -5	-7	-1	95	97	-3	-0.9	-10	7
COc1ccc(N(Cc2cc3cc(OC)ccc3[nH]c2=O)C(=O)c2cccnc2)cc1
    -6	12	-6	97	97	5	-0.2	0	-1
CC1CCCN(Cc2csc(N)n2)C1 (centres undefined)
    5	-12	-4	96	99	7	1.4	4	-7
CCC(C)NC(=O)CN(C1CCCCC1)S(C)(=O)=O (centres undefined)
    -3	9	0	99	97	-3	-4.5	-4	-11
Cc1nonc1C(=O)N1CCCC(Nc2ccc(C(C)C)cc2)C1 (centres undefined)
    -25	-4	8	102	103	-8	-1.9	-1	-5
COc1ccc(/C(C)=N/NC(=O)c2ccc3nc[nH]c3c2)cc1
    -12	10	6	105	100	3	0.4	2	3
Cc1c(C(=O)N2CCOCC2)sc(NC(=O)c2ccccc2F)c1C#N
    -17	-14	-5	97	103	12	0.3	-9	17
COc1ccc(OCC(=O)Nc2ccc(NC(=O)c3cccs3)c(OC)c2)cc1
    -23	12	-9	82	81	-2	0.9	3	-1
O=C(c1ccccc1Sc1cccc2ccccc12)N1CCOCC1
    -27	2	4	105	98	-13	-0.8	0	7
C=C(C)CN1C(=O)C(O)(CC(=O)c2ccc3c(c2)OCCO3)c2ccccc21 (centres undefined)
    -22	5	5	97	99	-5	-2.6	-1	-29
Cc1cccc(OCC(=O)O/N=C(\N)c2ccc(Cl)cc2)c1
    2	-16	3	100	100	7	-0.8	.	14
CCCCCC(=O)N1CCCCC1
    -5	4	11	96	106	-10	-1.4	-12	10
C=CCNC(=O)CN1CCN(Cc2ccc3c(c2)OCO3)CC1
    2	13	2	106	104	-1	-1.6	-1	-12
CN(C)CCNC(=O)c1ccccc1-c1ccccc1
    -8	9	4	104	95	-4	-2.7	-1	-4
COc1ccc(Oc2c(-c3ccc(O)cc3O)n[nH]c2C)cc1
    2	-17	-7	94	92	-8	-1.6	7	-12
CCCn1c(/C=C/c2cc[n+](C)cc2)nc2ccccc21
    0	?	-2	96	96	7	13	-6	6
CCOC(=O)c1ccc(N2C(=O)C3CC=C(C)CC3C2=O)cc1 (centres undefined)
    -9	16	-12	95	86	1	0.2	2	-10
CCOC(=O)c1c(-c2ccccc2)oc2ccc(O)c(CN3CCCC3)c12
    28	25	8	130	104	-50	-2.1	-9	-32
O=C1c2cccc3cccc(c23)C(=O)N1CC1CCN(CC(O)COCc2ccc3c(c2)OCO3)CC1 (centres undefined)
    29	-4	0	128	105	-45	-0.2	-6	-19
COc1ccc(CCn2c(-c3ccco3)nc3ccccc3c2=O)cc1OC
    -15	4	-1	98	98	-15	-1.5	3	2
O=C(COc1ccc2oc(-c3ccco3)cc(=O)c2c1)N1CCCCC1
    -28	52*	7	102	103	5	-1.4	5	4
O=C(CN1C(=O)NC2(CCCCC2)C1=O)NCc1ccc2c(c1)OCO2
    2	-1	-1	101	103	-23	3.5	-5	0
O=C(OCC(=O)N1CCc2ccccc2C1)c1cc(=O)[nH]c2ccccc12
    -24	22	1	102	101	0	-4.5	2	1
O=C(COc1ccc2ccc(=O)oc2c1)Nc1nccs1
    -8	6	13	108	107	2	-0.5	-8	-11
O=C(CNC(=O)c1ccc(F)cc1)N/N=C/c1cccnc1
    -4	7	-5	97	99	-8	-0.9	-6	10
O=C(CSc1nc(-c2ccccc2Cl)ns1)NCc1ccc2c(c1)OCO2
    -7	-9	5	104	101	1	-9.9	2	20
CC(OC(=O)CCc1c[nH]c2ccccc12)C(=O)c1ccccc1 (centres undefined)
    -10	10	-1	97	101	2	-4.6	-5	40
COc1ccc(NC(=O)/C(C#N)=C/c2ccc(-c3ccccc3C(=O)O)o2)cc1
    -27	-2	3	104	100	14	0.2	-9	7
CCCc1cc(=O)oc2cc(C)cc(OCC(=O)N[C@@H](CSCc3ccccc3)C(=O)O)c12
    0	14	4	104	103	-7	-1.7	-5	17
Cc1cc(Cl)ccc1OCC(=O)N1C(C)CCCC1C (centres undefined)
    -15	-4	-9	90	88	-4	0.4	-8	-7
CCN(CC)c1ccc(C=C2C(=O)OC3(CCCC3)OC2=O)cc1
    1	4	-1	94	102	7	11	-11	20
CCCCNC(=O)c1ccc(CNc2c(N3CCC(C(=O)OCC)CC3)c(=O)c2=O)cc1
    -29	12	5	99	105	4	-6.7&-1.6	-8&-1	16&11
Cc1cc(C)c(C(N)=O)c(NCCc2ccccc2)n1
    -4	21	5	105	100	1	-2.6	-1	-34
O=C1c2ccccc2NC(c2ccco2)N1NS(=O)(=O)c1ccccc1 (centres undefined)
    -1	-1	.	.	.	-12	1.5	-4	7
CCCc1cc(C(=O)Nc2ccc(C(=O)c3ccc(F)cc3)cc2)n(C)n1
    -39	-5	5	107	100	-9	3.1	.	-13
O=C(c1ccc(OC2CCN(CCc3ccccc3)CC2)cc1)N1CCCCC1CCCO (centres undefined)
    9	0	10	114	98	-13	-0.6	-4	-2
O=C(CN1CCN(c2ccc(O)cc2)CC1)NC(=O)NCc1ccco1
    -8	-9	-4	85	103	10	1.3	-5	17
O=C(/C=C/c1ccccc1)N1CCOCC1
    -4	10	3	105	104	2	1.6	-11	-14
Cc1cccc(OCCCN2C(=O)C(=O)c3cc(C)ccc32)c1
    -1	-3	-8	96	99	-6	-0.4	5	-18
Cc1cccc(NC(=O)N2CCC(n3nnc4cc(C)ccc43)CC2)c1
    -16	25	-9	88	95	4	-1.2	-3	-6
CCOC(=O)N1CCN(C(=O)Cn2nc(-c3ccc(Cl)cc3)ccc2=O)CC1
    -22	4	.	.	.	0	-1.9	-4	21
CN(Cc1cccc(-n2cccn2)c1)Cc1cn(C)nc1-c1ccccc1F
    8	16	-6	90	103	-5	-1.4	-5	1
COc1ccccc1N1CCN(C(=O)CN(Cc2ccc(Cl)cc2)S(C)(=O)=O)CC1
    -43	17	3	99	103	-8	-1.3	-5	-5
Cc1ccc2cc3c(NC(=O)CC(C)C)nn(C)c3nc2c1
    -10	19	-6	87	89	-2	-3.2	-2	-12
CNc1n[nH]c(=S)s1
    -3	2	-5	103	100	-4	0.2	-2	-3
CC(C)c1ccc(NC(=S)N2CCCC2)cc1
    -9	4	-3	96	104	-9	-0.8	-3	13
O=C(O)c1cc(-c2ccc3c(c2)OCCO3)n[nH]1
    3	7	-1	101	96	9	2.1	-2	5
CN(C)[C@@H](CO)c1nnc([C@H](CCC(=O)O)NC(=O)C2CCNCC2)o1
    -1	11	1	95	96	-3	0.0	-3	6
CCCCCCC(CC(=O)NCc1cccnc1)CC(=O)NCc1cccnc1
    -31	0	12	112	109	-3	3.6	-11	3

Further compounds.
Under each structure: FID counter	SUMO HTRF inh	MEKK2mut PB1 HTS	MEKK2wt PB1 HTS	MEKK3 PB1 HTS	NS3 helicase inh	CRFR2-BP ag	GalR3 antag	CRFR2-BP antag
CCOC(=O)c1c(NC(=O)COC)sc(C(C)=O)c1C
    -8	-2	1	99	97	-3	-0.5	-2	-8
Cc1nnc(-c2ccc(Oc3ccc(C)c(C)c3)c([N+](=O)[O-])c2)o1
    4	-7	-1	101	100	-5	0.0	-7	9
CCn1c(NCc2cc(Cl)ccc2O)nc2ccccc21
    7	-16	-18	89	85	-19	5.9	2	-7
CN(C)C(N)=NCCC[C@H](N)C(=O)O
    .	.	3	111	107	.	-0.4	-5	11
O=C(NCCCN1CCOCC1)c1ccc(CS(=O)(=O)Cc2ccccc2Cl)o1
    1	10	16	109	111	-3	0.3	-4	-21
NS(=O)(=O)c1ccc(CCNC(=O)CSc2ccc([N+](=O)[O-])cc2)cc1
    -1	13	0	100	103	13	-0.5	-8	12
CC(=O)N1CCN(Cc2ccc(Br)s2)CC1
    -5	19	7	103	101	-1	-1.7	-7	6
CN1C(=O)C2ON(c3ccccc3)C(c3cccs3)C2C1=O (centres undefined)
    -1	9	3	110	104	-7	-0.8	-5	5
CCSc1nc(C2CC2)cc(-c2ccco2)c1C#N
    -4	22	-5	101	98	16	5.7	-2	-26
COc1ccc(C)cc1NC(=O)CSc1nnc(COc2ccccc2)n1Cc1ccco1
    -25	-18	.	.	.	-13	0.7	-1	-1
O=C(N/N=C\c1ccc(Br)cc1)c1ccc(Cn2cccn2)o1
    -8	9	-2	97	98	2	0.3	0	7
CC(C)C(=O)Nc1ccc2c(c1)C(=O)N(CCC(=O)O)C2=O
    0	48	4	104	106	-8	2.0	1	-36

Random excerpt: 2 entries already listed
Under each structure: FID counter	SUMO HTRF inh	MEKK2mut PB1 HTS	MEKK2wt PB1 HTS	MEKK3 PB1 HTS	NS3 helicase inh	CRFR2-BP ag	GalR3 antag	CRFR2-BP antag
CN1C(=O)C2ON(c3ccccc3)C(c3cccs3)C2C1=O (centres undefined)
    -1	9	3	110	104	-7	-0.8	-5	5
CN(C)C(N)=NCCC[C@H](N)C(=O)O
    .	.	3	111	107	.	-0.4	-5	11

A portion of the library; rates above refer to the full screens.
